# rCAG RNA binder = binds r(CAG) RNA repeats | inhibition, % at 3 µM | r(CAG) RNA repeat, TO-PRO-1 dye displacement fluorescence | 370,000 compounds, 1.3% hits;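 active means inhibition above the plate cutoff, the mean of all test compounds on that plate plus 3 SD, cut at about 35% in these data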;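 further: 0% = DMSO alone and 100% = 100 µM mitoxantrone as full dye displacement; higher means more dye released from RNA so lower well fluorescence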
# ARFGAP1 inh = inhibits rat ARF GTPase activating protein 1 | Q62848 | Arfgap1-stimulated ARF1 GTP hydrolysis, GDP FP detection | inhibition, % at 16.5 µM | 360,000 compounds, 0.26% hits;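 active means inhibition above a per-plate limit, mean inhibition of low control wells plus 3 SD, cut at about 25% in these data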;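 further: 0% = DMSO wells with enzyme and 100% = wells lacking Arfgap1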
# Target sequence (Q62848 1-136 limits assumed): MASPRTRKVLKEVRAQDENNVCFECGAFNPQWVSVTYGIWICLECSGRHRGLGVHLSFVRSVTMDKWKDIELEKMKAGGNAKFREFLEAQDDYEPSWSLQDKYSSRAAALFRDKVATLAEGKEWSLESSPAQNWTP
#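 Material – truncated rat Arfgap1 GAP domain · Buffer or medium – HEPES-based buffer, pH 7.5 · Reagent – human ARF1(Δ1-17)-GTP substrate · Dosing – 16.5 µM single point, 1.26% DMSO · Schedule – GTP hydrolysis reaction 2 h at 25 °C · Technique – GDP detection by fluorescence polarization · Benchmarks – No-Arfgap1 wells (100%) versus DMSO full-reaction wells (0%) · Repeats – single replicate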
# FXN GAA850 act = activators of GAA850 frataxin (FXN) promoter; HEK293 lucGAA850 FXN promoter luciferase reporter, 24 h; percent of 10 µM SAHA response; activation, % at 6 µM; 360,000 compounds, 0.56% hits; AID 540364;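 active means activation above the average of all compounds screened plus 3 SD, cutoff fixed separately per campaign, cut at about 7.5% in these data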;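 further: 0% = DMSO wells and 100% = 10 µM SAHA wells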
# ASAP1 inh = ASAP1 ArfGAP inhibition; ASAP1-stimulated ARF1 GTP hydrolysis, GDP FP detection; inhibition, % at 16.5 µM; 360,000 compounds, 0.19% hits; AID 624377; in the data active means inhibition above about 25%;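 further: 0% = vehicle with enzyme and substrate and 100% = no enzyme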
# Target sequence (Q9ULH1 325-724 limits assumed): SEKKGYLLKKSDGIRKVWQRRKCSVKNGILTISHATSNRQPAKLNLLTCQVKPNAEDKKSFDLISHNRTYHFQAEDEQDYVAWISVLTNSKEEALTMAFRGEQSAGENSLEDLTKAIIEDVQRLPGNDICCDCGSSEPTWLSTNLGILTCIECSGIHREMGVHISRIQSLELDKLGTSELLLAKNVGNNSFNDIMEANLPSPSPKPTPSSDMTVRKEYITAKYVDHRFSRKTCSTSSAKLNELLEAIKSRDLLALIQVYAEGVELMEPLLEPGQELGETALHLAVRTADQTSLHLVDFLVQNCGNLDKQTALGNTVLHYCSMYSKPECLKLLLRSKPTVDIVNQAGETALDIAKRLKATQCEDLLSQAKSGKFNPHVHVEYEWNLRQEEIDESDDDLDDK
# GC-B act = GC-B (human) receptor activation. 370,000 compounds, 0.11% hits. activation, % at 10 µM. AID 1920062. P20594. HEK293-GC-B cells, CNP EC30, cGMP TR-FRET; 0% at EC30 CNP, 100% saturating CNP;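 active means activation at 10 µM reaching about 35% in either raw or pattern-adjusted values, limit read from the data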
# KLK7 zymogen act = proKLK7 (human) activation, primary screen; activation, % at 7 µM; P49862; 370,000 compounds, 0.9% hits; purified proKLK7, EDANS-DABCYL substrate fluorescence; 100% is mature enzyme control, 0% vehicle;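 active means activation above the mean of all tested compounds plus 3 SD, computed per campaign excluding outliers beyond control limits, cut at about 13% in these data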
# Target sequence (P49862 whole entry, looked up): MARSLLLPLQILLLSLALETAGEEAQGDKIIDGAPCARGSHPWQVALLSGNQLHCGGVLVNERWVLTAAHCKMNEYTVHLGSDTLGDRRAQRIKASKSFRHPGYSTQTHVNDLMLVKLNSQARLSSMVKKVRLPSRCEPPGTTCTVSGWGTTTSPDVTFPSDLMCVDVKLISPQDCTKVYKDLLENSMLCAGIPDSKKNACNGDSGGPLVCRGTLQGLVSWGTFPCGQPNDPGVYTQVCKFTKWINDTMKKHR
# GC-A act = GC-A (human) enzyme activation; activation, % at 10 µM; P16066; 370,000 compounds, 0.14% hits; HEK293 GC-A cells, cGMP TR-FRET, EC30 ANP; 0% at EC30 ANP, 100% saturating ANP; AID 1671463; in the data active means activation above about 40%
# Tn6 DDE FP = DD(E)-Tn6 binding inhibition, primary FP screen. P02675. Fibrin DD(E) TRITC-Tn6 fluorescence polarization displacement. inhibition, % at 8.3 µM. 370,000 compounds, 0.21% hits. AID 720509;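 active means inhibition above a per-campaign cutoff: mean of compounds within control limits plus 3 SD, cut at about 15% in these data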;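 further: 0% = median of all compound wells on the plate and 100% = blocking peptide control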
# ADAM10 inh = ADAM10 inhibition, QFRET primary screen; O14672; recombinant ADAM10, EDANS/DABCYL FRET peptide cleavage, 3 h; inhibition, % at 7 µM; 370,000 compounds, 0.62% hits; AID 720582;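 active means inhibition above a per-campaign cutoff equal to the mean of compounds falling between control-based bounds plus 3 SD, cut at about 20% in these data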;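 further: 0% = DMSO wells while the 100% control is not disclosed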
# HGIII-sPLA2 inh = Inhibits HGIII-sPLA2 liposome hydrolysis, primary screen; Q9NZ20; QFRET BODIPY PC-A2 liposome hydrolysis, fluorescence; inhibition, % at 12.2 µM; 370,000 compounds, 0.56% hits; AID 743126;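 active means inhibition above mean plus 3 SD of compounds lying within the high and low control bounds, cut at about 19% in these data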;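 further: 0% = median of test compound wells and 100% = no enzyme DMSO wells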
# Active calls of the source: *; i = inactive; nt = no result given. The order is random; about 4.5% have a hit in one of these screens.
# Values run as follows: HGIII-sPLA2 inh	ADAM10 inh	ARFGAP1 inh	Tn6 DDE FP	GC-A act	ASAP1 inh	rCAG RNA binder	GC-B act	KLK7 zymogen act	FXN GAA850 act
1. Cc1ccc(SCc2c(C(=O)N/N=C/C3CC=CCC3)nnn2-c2nonc2N)cc1 (stereo not given)
 : 2	7	1	3	0	-3	0	6	0.6	-0.5
2. CO/N=C/c1ccc(Sc2ccc(C)cc2)c([N+](=O)[O-])c1
 : 2	0	2	1	-8	-10	2	-1	-0.3	-1.9
3. COCc1cc(=O)[nH]c(Nc2nc3ccc(C)cc3o2)n1
 : -5	0	-2	3	-36	-1	4	-45	0.6	-15
4. O=C(COC(=O)c1cncc(Br)c1)Nc1nnc(-c2ccccc2)o1
 : -2	1	0	-1	-1	0	14	-4	0.5	2.3
5. S=c1[nH]nc(-c2ccncc2)n1/N=C/c1ccccc1
 : 18	1	5	-2	0	0	0	1	0.1	1.9
6. Cc1cc(C)c[n+](C2=C([O-])c3ccccc3C(=O)/C2=N\S(=O)(=O)c2cccs2)c1
 : 7	1	-5	-5	-1	0	1	1	-1.1	2.8
7. O=C(Nc1ccc(Oc2ccccc2)nc1)[C@H]1O[C@@H](n2ccc(=O)[nH]c2=O)[C@H](O)[C@@H]1O
 : 1	-3	-4	-6	-2	-1	3	2	-0.5	nt
8. C[n+]1ccc(/C=C/c2ccc(Br)cc2)cc1
 : -1	-29	4	-4	9	-21	1	-12	0.1	1.5
9. CCCc1cc(=O)oc2cc(C)cc(O)c12
 : -5	-3	10	7	7	-3	1	8	-1.0	-0.5
10. COC(=O)c1c(-c2ccccc2)csc1NC(=O)CSc1ncnc2sc(C)c(C)c12
 : 6	1	1	1	3	1	-1	10	-0.1	-0.4
11. CCn1c(SCC(=O)Nc2ccc(C(=O)OC)cc2)nnc1-c1cccs1
 : -1	-3	12	-5	4	2	-6	0	0.3	-1.5
12. COC(=O)Cc1ccc(OCC(=O)Nc2ccc(OC(F)(F)F)cc2)cc1
 : -4	5	-10	10	5	2	-6	4	0.0	-0.2
13. C=CCn1c(SCC(=O)NC(N)=O)nnc1-c1cc2c(s1)CCC(CC)C2 (stereo not given)
 : -15	-16	8	-10	-1	-3	-5	-1	-0.2	2.8
14. Cc1ccc(C)n1-c1sc2c(c1C#N)CCCC2
 : 1	-3	4	7	-6	-2	4	-9	-0.3	2.4
15. COc1cc(Cn2ccnc2)c(OC)cc1Cn1ccnc1
 : 0	-2	-12	-5	3	-3	0	1	0.2	1.8
16. CCNC(=S)N1CCCC(C(N)=O)C1 (stereo not given)
 : 2	-1	-6	2	2	-2	0	1	0.5	2.6
17. Cc1ccc(S(=O)(=O)CCc2nnc(NC(=O)COc3cccc(C)c3)s2)cc1
 : 6	0	1	0	0	6	-2	1	0.2	1.3
18. O=C(NCc1cccnc1)c1cccs1
 : 0	6	-2	-3	5	-5	-1	2	0.6	0.0
19. COc1ccc(NC(=O)C(c2ccc(C)cc2)N(C)C(=O)Cc2cccs2)cc1 (stereo not given)
 : -3	7	6	0	3	14	-2	2	0.2	-2.5
20. COc1ccc(CCNC(=O)CCC(=O)N2CC(C)Oc3ccccc32)cc1OC (stereo not given)
 : 1	-6	-3	2	1	15	-2	6	0.4	1.9
21. CCc1nc(Nc2ccccc2O)c2oc3ccccc3c2n1
 : 1	3	-3	2	-1	-8	-1	3	-0.8	-1.3
22. O=C(Nc1ccc2oc(=O)ccc2c1)c1cccnc1
 : 2	-125	3	-8	-2	-11	5	3	0.9	0.1
23. OCCC1CN(Cc2ccccc2-c2ccco2)CCN1Cc1ccccc1 (stereo not given)
 : -3	8	9	-7	-6	-3	-7	-1	-0.4	-3.5
24. CCCCN(C(C)=O)c1c(CC)nc2ccc(C(=O)NCc3cccs3)cn12
 : 4	-24	-13	0	-2	-7	-2	2	0.6	-1.6
25. O=C(CN1CCOCC1)Nc1ncc(Cc2ccccc2Cl)s1
 : -10	3	-2	-10	3	1	-1	5	0.3	3.1
26. COc1cccc(/C=N/n2c(-c3cccs3)n[nH]c2=S)c1
 : 3	2	-5	0	1	-5	18	-4	-0.6	1.4
27. CCOc1ccc(Cc2c(Cl)nc(N)nc2Cl)cc1
 : 0	-5	-2	1	3	4	1	2	-1.2	1.1
28. CCCCN(C=O)c1c(CC)nc2c(OCc3ccc(Cl)cc3Cl)cccn12
 : -4	14	7	2	-11	2	4	5	0.6	0.5
29. CCc1cc2c(=O)n(Cc3ccco3)c(SCc3c(C)noc3C)nc2s1
 : -9	-4	0	-1	-2	5	7	-5	0.7	-4.7
30. O=C(O)C1CCCN1c1ncccc1[N+](=O)[O-] (stereo not given)
 : -2	-67	1	-4	-3	-2	-3	3	0.2	4.6
31. Cc1[nH]nc2c1-c1nc3ccccc3nc1C(C)(C)C2
 : -6	i	-4	2	-1	-2	1	-5	7.3	-1.6
32. CN1C=CC2=C(C#N)C(N)C(C#N)(C#N)C(c3ccccc3)C2C1 (stereo not given)
 : -10	-295	8	10	-3	-10	-14	0	25*	-2.0
33. O=C(O)/C=C/C(=O)NCCNc1ncc(C(F)(F)F)cc1Cl
 : 4	-9	-2	1	-1	7	2	4	0.1	1.8
34. CCCN1CCN(S(=O)(=O)c2ccc3c(c2)CCC(=O)N3)CC1
 : 7	5	1	11	2	1	2	-2	-0.2	0.4
35. CCOc1ncccc1C(=O)N1CCN(C(=O)c2ccccc2)CC1
 : 0	2	6	-4	-3	4	-2	-1	0.1	0.1
36. COc1ccc(-n2nnnc2SCC(=O)N2CCN(C(=O)c3ccco3)CC2)cc1OC
 : 3	10	-5	-2	-3	-3	-6	0	0.5	1.7
37. CCOc1ccc(CO/N=C/c2c(C)[nH]c(=O)[nH]c2=O)cc1
 : 3	4	-13	-7	1	4	-1	-7	-0.6	4.3
38. COc1cc(-c2nnc(CSc3nnc(Nc4ccc(C(C)C)cc4)s3)o2)cc(OC)c1OC
 : -5	-117	7	0	-10	1	5	-12	4.0	1.4
39. CCc1ccc(N2C(=O)C(Cl)=C(N3CCOCC3)C2=O)cc1
 : -5	-3	-9	2	0	7	0	-3	0.3	0.3
40. COc1ccc(/C=N/NC(=S)Nc2ccccc2)cc1
 : 6	-8	2	1	-3	7	3	1	-0.1	1.2
41. Cc1cccc(OC(=O)c2cn(C)nc2C(F)(F)F)c1C
 : 1	14	-5	-9	-4	-3	-7	7	-0.1	-0.1
42. CN(C)CCNC(=O)C(=O)C1C(=O)Nc2ccccc21 (stereo not given)
 : -3	-6	7	-9	0	0	-5	2	0.2	nt
43. Cn1c(SCC(=O)Nc2cccnc2Cl)nnc1-c1ccco1
 : 6	7	-2	3	-1	7	2	-2	-0.2	-1.5
44. Cc1ccc([C@H]2C[C@@H](O)[C@H](n3cc(C4CC4)nn3)CN2C(=O)C2CCCCC2)cc1
 : -4	-13	-8	8	-26	-2	-1	-11	0.1	-2.8
45. c1cncc(-c2nn[nH]n2)c1
 : 16	-3	21	1	-1	-1	8	6	-0.1	2.9
46. ClCCn1cnc2c(SCc3ccccc3)ncnc21
 : -3	-9	16	7	3	8	-1	2	0.3	-1.6
47. OC[C@@H]1CN(Cc2ccc3c(c2)OCO3)C[C@H](n2cnc3c(NC4CCCC4)ncnc32)O1
 : 9	-8	-10	-5	5	1	2	-5	-0.4	-1.4
48. CCn1c(N2CCN(CC(=O)c3c(C)n(C)c4ccc(OC)cc34)CC2)nc2c1c(=O)[nH]c(=O)n2C
 : -4	2	-5	2	2	2	-4	-3	1.1	-0.7
49. Cc1nn(CC(=O)Nc2ccc(S(N)(=O)=O)cc2)c(=O)c2ccccc12
 : -1	-1	5	-1	5	-6	3	-1	0.2	0.3
50. COCCNC(=O)c1c[nH]c2ccc(S(=O)(=O)N(C)c3ccc(C)c(C)c3)cc2c1=O
 : -4	-7	2	-5	-2	14	5	1	-0.3	0.2

# The results go on.
# Values run as follows: HGIII-sPLA2 inh	ADAM10 inh	ARFGAP1 inh	Tn6 DDE FP	GC-A act	ASAP1 inh	rCAG RNA binder	GC-B act	KLK7 zymogen act	FXN GAA850 act
51. c1cc(N2CCCCC2)nc(N2CCCCC2)n1
 : 13	-6	-11	2	-3	5	2	-5	-0.1	2.6
52. OC1(C2(O)CC(c3ccccc3)ON2)CCCCC1 (stereo not given)
 : 1	4	-3	8	0	2	-1	1	0.6	-0.9
53. CC(=O)c1sc(=S)n(-c2ccc(Cl)cc2)c1C
 : -2	-4	4	1	5	1	-1	3	0.0	1.9
54. O=C(c1cccc(NS(=O)(=O)c2ccccc2)c1)N1CCCC1
 : 7	0	12	-2	-1	-6	-5	5	-0.8	0.5
55. Cc1cc2nn(-c3ccc(F)cc3)nc2cc1N
 : -8	-387	-2	-6	-2	-2	15	-1	2.0	3.3
56. CCOC(=O)C1C(c2ccccc2O)NC(=O)NC1(O)C(F)(F)F (stereo not given)
 : 6	-6	3	-1	4	-6	1	6	0.7	0.0
57. CCN(CC)CCNc1ncnc2c1sc1nc(N3CCOCC3)c3c(c12)CCCC3
 : -20	-29	3	5	30	14	8	29	-0.7	6.1
58. CCc1ccc(N(C(=O)c2csnn2)C(C(=O)NC2CCCC2)c2cccnc2)cc1 (stereo not given)
 : 3	-9	3	-1	-6	15	-7	-6	-0.4	2.4
59. Cc1ccc(C)c(NS(=O)(=O)c2c(C)nn(C)c2C)c1
 : 8	4	14	10	1	-8	5	0	-0.8	1.6
60. CN1c2ccccc2N(C)C1(C)c1ccccc1
 : -7	-22	6	4	-1	-4	4	2	0.9	3.0
61. O=C(Nc1ccc(Cl)cc1)N(Cc1cccs1)Cc1cccs1
 : -16	9	-4	5	-2	6	5	-7	-0.4	1.5
62. O=C(NCc1cccs1)C1CC(=O)N(c2ccccc2)C1 (stereo not given)
 : 7	2	6	8	2	10	-2	-1	-0.5	-2.6
63. NC(CCc1ccccc1)c1csc(Nc2ccc(C(=O)c3ccccc3)cc2)n1 (stereo not given)
 : 7	-32	10	0	-10	19	19	-4	-2.7	-2.6
64. Cn1cc(Cl)c(C(=O)NNC(=S)NC2CCCCC2)n1
 : 19	-2	2	-3	2	-2	1	-1	0.0	4.3
65. O=C(c1cc(S(=O)(=O)N2CCOCC2)ccc1F)N1CCc2ccccc21
 : 11	-8	-2	8	1	2	-1	3	0.4	1.2
66. COc1ccc(N2CCN(C(=O)c3cccc(NC4=NC5CS(=O)(=O)CC5S4)c3)CC2)cc1 (stereo not given)
 : 0	-11	-5	3	6	-10	-1	2	0.4	-0.8
67. CCOC(=O)C(C(=O)OCC)C(Nc1cccc(Br)c1)c1ccccc1 (stereo not given)
 : 12	-7	6	7	-25	5	-5	-16	-0.3	-3.1
68. O=C(c1cc(COc2ccc(F)cc2Cl)on1)N1CCCCC1c1cccnc1 (stereo not given)
 : -13	0	-6	-1	7	4	-7	2	0.3	6.9
69. O=C1CSC(=S)N1c1ccccc1
 : -6	-5	10	3	4	0	9	3	1.1	0.5
70. COc1cc([N+](=O)[O-])ccc1NC(=O)CCN1C(=O)C2C3CCC(C3)C2C1=O (stereo not given)
 : 8	0	-5	1	2	-6	0	-4	-0.2	0.3
71. Cn1c(SCCS(=O)(=O)c2ccc(Cl)cc2)nnc1-c1ccccc1
 : 8	19	-8	3	0	-9	-4	1	-0.3	2.4
